From PubChem BioAssay
U2OS ROS induce: cancer cell ROS induction | U2OS ROS induction, H2DCF-DA fluorescence | 46,000 tested, 2% active | ROS induction (% of piperlongumine), % at 10 µM; in the data active = ROS induction above about 79%, passing the limit was not always enough;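 note: 0% = DMSO vehicle median and 100% = reference compound median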
The depositor's hits bear a star. Some of the compounds tested; the hit share may differ from the screen's.

SMILES	U2OS ROS induce
C[C@H](CO)N1C[C@H](C)[C@H](CN(C)CC2CCCCC2)Oc2c(NS(=O)(=O)c3cccs3)cccc2C1=O	1.3
C[C@H](CO)N1C[C@H](C)[C@@H](CN(C)Cc2ccc(C(=O)O)cc2)Oc2c(NC(=O)c3ccncc3)cccc2C1=O	-11.6
Cc1noc(C)c1NC(=O)Nc1ccc2c(c1)C(=O)N([C@@H](C)CO)C[C@@H](C)[C@H](CN(C)Cc1ccc(C(=O)O)cc1)O2	-6.6
O=C(CCc1ccc(O)cc1)CC(CCc1ccc(O)cc1)O[C@@H]1OC[C@@H](O)[C@H](O)[C@H]1O (stereo partly specified)	3.5
C[C@H](CO)N1C[C@H](C)[C@@H](CN(C)Cc2ccc(C(F)(F)F)cc2)Oc2ccc(NS(C)(=O)=O)cc2C1=O	52.5
CCOc1ncc(-c2nnnn2-c2ccc(C)cc2)c(-c2cccc(Cl)c2)n1	22.0
C[C@@H]1CN([C@@H](C)CO)C(=O)c2cc(NC(=O)Cc3cn(C)c4ccccc34)ccc2O[C@H]1CN(C)CC1CCCCC1	10.5
C[C@H]1CN([C@@H](C)CO)C(=O)c2cccc(NC(=O)Nc3ccc4c(c3)OCO4)c2O[C@H]1CN(C)C(=O)NC1CCCCC1	9.7
COc1ccc(C(=O)CSc2nnc(-c3ccco3)n2C)cc1	-11.5
C[C@H]1CN([C@@H](C)CO)C(=O)c2cc(NC(=O)Nc3cccc4ccccc34)ccc2O[C@@H]1CN(C)Cc1ccccc1	50.1
S=C(SCc1ncon1)N1CCSCC1	-15.9
COc1ccc(NC(=O)N(C)C[C@@H]2Oc3ccc(NC(=O)NC(C)C)cc3C(=O)N([C@@H](C)CO)C[C@@H]2C)cc1	-7.5
COc1ccc(NC(=O)c2ccccc2NC(=O)COc2cccc(OC)c2)cc1	-1.2
O=C(CSc1ccccn1)NCC(=O)c1ccccc1	-7.3
O=C(c1ccccc1Cl)N1CCN(c2ccc([N+](=O)[O-])c(NCc3cccnc3)c2)CC1	78.7*
Cc1noc(C)c1NC(=O)Nc1ccc2c(c1)CC(=O)N([C@@H](C)CO)C[C@@H](C)[C@@H](CN(C)Cc1ccc(-c3ccccc3)cc1)O2	20.3
Cc1ccc(C)c(NC(=O)CSc2n[nH]c(-c3ccccc3)n2)c1	17.8
CS/C(N)=N/C(N)=Nc1ccc(Cl)cc1	16.7
C[C@H](CO)N1C[C@H](C)[C@@H](CN(C)S(=O)(=O)c2ccc(F)cc2)Oc2c(NC(=O)C3CCOCC3)cccc2C1=O	-6.6
Cc1cc(N)n(-c2ccc(Oc3ccccc3)cc2S(=O)(=O)O)n1	-16.5

Next part, overlapping the part above by 6 compounds.
SMILES	U2OS ROS induce
O=C(c1ccccc1Cl)N1CCN(c2ccc([N+](=O)[O-])c(NCc3cccnc3)c2)CC1	78.7*
Cc1noc(C)c1NC(=O)Nc1ccc2c(c1)CC(=O)N([C@@H](C)CO)C[C@@H](C)[C@@H](CN(C)Cc1ccc(-c3ccccc3)cc1)O2	20.3
Cc1ccc(C)c(NC(=O)CSc2n[nH]c(-c3ccccc3)n2)c1	17.8
CS/C(N)=N/C(N)=Nc1ccc(Cl)cc1	16.7
C[C@H](CO)N1C[C@H](C)[C@@H](CN(C)S(=O)(=O)c2ccc(F)cc2)Oc2c(NC(=O)C3CCOCC3)cccc2C1=O	-6.6
Cc1cc(N)n(-c2ccc(Oc3ccccc3)cc2S(=O)(=O)O)n1	-16.5
Cc1cc(C)c(N(CC(O)Cn2c3ccccc3c3ccccc32)S(C)(=O)=O)c(C)c1 (stereo unspecified)	-5.2
CC(=O)n1c(O)c(/C=C2/C=c3ccc(C)cc3=NC2=O)sc1=N	2.2
CCOc1ccccc1-c1nnc(SCC(=O)Nc2ccc(I)cc2)o1	-3.0
Cc1ncc2ccccc2c1C#N	-11.7
C[C@@H]1CN([C@H](C)CO)C(=O)c2cccc(NC(=O)C3CCOCC3)c2O[C@@H]1CN(C)C(=O)Nc1cccc2ccccc12	-4.3
C[C@@H]1CN([C@H](C)CO)C(=O)Cc2cc(NC(=O)Nc3ccc(F)cc3)ccc2O[C@H]1CN(C)Cc1ccccc1	-5.5
COc1ccc(NC(=O)Nc2ccc3c(c2)C(=O)N([C@H](C)CO)C[C@H](C)[C@@H](CN(C)S(=O)(=O)c2ccc(C)cc2)O3)cc1	15.4
Cc1ccc(S(=O)(=O)NC2c3cccc4cccc(c34)C2Sc2nnnn2-c2ccccc2)cc1 (stereo unspecified)	-6.8
C[C@H]1CN([C@@H](C)CO)C(=O)c2cc(NC(=O)Nc3ccc(C(F)(F)F)cc3)ccc2O[C@H]1CN(C)CC1CCCCC1	30.5
C[C@H]1CN([C@@H](C)CO)C(=O)Cc2cc(N(C)C)ccc2O[C@@H]1CN(C)Cc1ccc(C(F)(F)F)cc1	13.9
Cc1cccc(C(=O)NCCCn2ccnc2)c1	-6.5
C[C@@H]1CN([C@H](C)CO)C(=O)c2cc(NC(=O)C3CC3)ccc2O[C@H]1CN(C)Cc1ccc2c(c1)OCO2	-8.4
CCOC(=O)C(C)Sc1ncnc2c1nnn2-c1ccc(OC)cc1 (stereo unspecified)	179.0*
Cc1cccc(N(C2C=CS(=O)(=O)C2)S(=O)(=O)c2ccccc2)c1 (stereo unspecified)	-3.7
Cc1ccc(S(=O)(=O)N=S(Cc2ccccc2)Cc2ccccc2)cc1	-11.9
Cn1c(SCC(=O)Nc2ccc(Oc3ccccc3)cc2)nnc1-c1ccc([N+](=O)[O-])cc1	15.0
CCCC1c2ccsc2CCN1C(=O)c1cc(OC)cc(OC)c1 (stereo unspecified)	-3.4
COc1ccc(NC(=O)Nc2ccc3c(c2)C(=O)N([C@@H](C)CO)C[C@@H](C)[C@H](CN(C)Cc2ccc(Oc4ccccc4)cc2)O3)cc1	-1.8
CC(=O)c1cccc(NC(=O)CN(C)S(=O)(=O)c2ccc(F)cc2)c1	19.9
Cc1nc(C(F)(F)F)ccc1C(=O)NN1CCOCC1	-11.7
CN(CC(=O)Nc1ccc(Br)cc1F)S(=O)(=O)c1ccc(F)cc1	2.7
S=C(NC1CCCCC1)N1CCN(Cc2ccc3c(c2)OCO3)CC1	-4.8
CC(C)NC(=O)Nc1ccc2c(c1)CC(=O)N([C@H](C)CO)C[C@H](C)[C@H](CN(C)S(=O)(=O)c1cccs1)O2	1.3
COc1ccc(-c2cc(=Nc3ccc(C)cc3C)c3cc(O)ccc3o2)cc1	47.2
COC(=O)CCCCCCC(=O)N/N=C/c1cc(Br)cc([N+](=O)[O-])c1O	35.2
CC(C)NC(=O)Nc1ccc2c(c1)CC(=O)N([C@@H](C)CO)C[C@@H](C)[C@@H](CN(C)Cc1ccncc1)O2	8.3
C[C@@H]1CN([C@H](C)CO)C(=O)c2cc(NC(=O)CCN3CCOCC3)ccc2O[C@H]1CN(C)Cc1ccc(Cl)c(Cl)c1	-5.4
CCC1(C)Cc2ccccc2-c2c1c(=O)n(-c1ccc(C)cc1)c1nncn21 (stereo unspecified)	-10.6
COc1ccc(NC(=O)Nc2cccc3c2O[C@H](CN(C)Cc2ccncc2)[C@@H](C)CN([C@H](C)CO)C3=O)cc1	-4.7
CC(=O)c1cccc(NC(=O)C(C)N(c2ccc(C)cc2)S(C)(=O)=O)c1 (stereo unspecified)	1.4
COc1cccc(-c2cnc3c(c2)C(=O)N([C@H](C)CO)C[C@H](C)[C@H](CN(C)S(=O)(=O)c2ccc(F)cc2)O3)c1	24.1
C[C@@H]1CN([C@H](C)CO)C(=O)Cc2cc(NS(C)(=O)=O)ccc2O[C@@H]1CN(C)S(=O)(=O)c1cn(C)cn1	-12.5
C[C@H](CO)N1C[C@H](C)[C@@H](CN(C)C(=O)Nc2cccc(C(F)(F)F)c2)OCc2cnnn2CCCC1=O	30.8
CCc1cccc(OCC(=O)Nc2ccc(S(=O)(=O)Nc3nccs3)cc2)c1	3.5
Cc1noc(C)c1NC(=O)Nc1ccc2c(c1)C(=O)N([C@H](C)CO)C[C@H](C)[C@H](CN(C)C(=O)NC1CCCCC1)O2	-3.8
C[C@@H]1CN([C@@H](C)CO)C(=O)c2cccc(NC(=O)CCCCCC(=O)Nc3ccccc3N)c2O[C@@H]1CN(C)Cc1ccc(Oc2ccccc2)cc1	135.5*
C[C@@H]1CN([C@H](C)CO)C(=O)c2cc(NC(=O)Nc3ccccc3)ccc2O[C@@H]1CN(C)C(=O)NC1CCCCC1	14.7
C[C@@H]1CN([C@H](C)CO)C(=O)c2cc(NC(=O)Nc3ccc(C(F)(F)F)cc3)ccc2O[C@@H]1CN(C)S(=O)(=O)c1ccccc1	14.4
Cc1ccc2nc(C)cc(NC3CCCCC3)c2c1	8.3
C[C@H]1CN([C@@H](C)CO)C(=O)CCCn2nncc2CO[C@H]1CN(C)S(=O)(=O)c1cccs1	0.0

6 compounds picked at random from those above:
SMILES	U2OS ROS induce
C[C@@H]1CN([C@H](C)CO)C(=O)Cc2cc(NS(C)(=O)=O)ccc2O[C@@H]1CN(C)S(=O)(=O)c1cn(C)cn1	-12.5
CN(CC(=O)Nc1ccc(Br)cc1F)S(=O)(=O)c1ccc(F)cc1	2.7
Cc1ccc2nc(C)cc(NC3CCCCC3)c2c1	8.3
C[C@H](CO)N1C[C@H](C)[C@@H](CN(C)C(=O)Nc2cccc(C(F)(F)F)c2)OCc2cnnn2CCCC1=O	30.8
C[C@@H]1CN([C@H](C)CO)C(=O)c2cc(NC(=O)Nc3ccc(C(F)(F)F)cc3)ccc2O[C@@H]1CN(C)S(=O)(=O)c1ccccc1	14.4
CCc1cccc(OCC(=O)Nc2ccc(S(=O)(=O)Nc3nccs3)cc2)c1	3.5

The list goes on.
SMILES	U2OS ROS induce
C[C@@H]1CN([C@@H](C)CO)C(=O)c2cccc(N(C)C)c2O[C@@H]1CN(C)CC1CC1	2.2
C[C@@H]1CN([C@H](C)CO)C(=O)c2cccc(NC(=O)Nc3ccccc3)c2O[C@H]1CN(C)Cc1ccc(Cl)c(Cl)c1	53.4
COc1ccc(OC)c(-n2c(=S)[nH]c3cc(C(=O)NCc4ccc(F)cc4)ccc3c2=O)c1	2.0
COc1ccc(NC(=O)N(C)C[C@H]2Oc3c(cccc3N(C)C)C(=O)N([C@H](C)CO)C[C@@H]2C)cc1	79.4*
Nc1nc(N)c2nc(-c3ccccc3)c(N)nc2n1	-5.3
Cc1ccnc(NS(=O)(=O)c2ccc(NC(=O)c3ccccc3Br)cc2)n1	-19.1
CCC(Sc1nc2ccc(Br)cc2c2nc3ccccc3n12)C(=O)NCC1CCCO1 (stereo unspecified)	-8.1
C[C@H]1CN([C@@H](C)CO)C(=O)c2cc(NC(=O)Cn3cnnn3)ccc2O[C@H]1CN(C)Cc1ccc(C(=O)Nc2ccccc2N)cc1	29.6
CC1=C(C)CC(C(=O)NCc2ccc3c(c2)OCO3)C(C(=O)O)C1 (stereo unspecified)	-0.2
CC1(c2ccccc2)CC(C)(C)N(C(=O)CSc2ncn[nH]2)c2ccccc21 (stereo unspecified)	-6.9
Cc1cccc(-n2c(=O)c3c4c(sc3n3c(=S)[nH]nc23)CCCC4)c1	2.4
COc1ccc(/C=C/C(=O)CC(=O)/C=C/c2cccc(O)c2OC)cc1O	98.2*
Cc1ccc(S(=O)(=O)Nc2ccc3c(c2)CC(=O)N([C@H](C)CO)C[C@@H](C)[C@@H](CN(C)Cc2ccc(-c4ccccc4)cc2)O3)cc1	13.1
C[C@H](CO)N1C[C@H](C)[C@@H](CN(C)Cc2ccc(Cl)c(Cl)c2)Oc2ccc(NS(=O)(=O)c3ccc(Cl)cc3)cc2C1=O	-5.2
C/C(CC1(O)C(=O)N(C)c2ccccc21)=N\O (stereo unspecified)	-13.6
C[C@H]1CN([C@@H](C)CO)C(=O)CCCn2cc(nn2)CO[C@H]1CN(C)Cc1ccc2c(c1)OCCN2C	9.4
Cc1noc(C)c1S(=O)(=O)Nc1cccc2c1O[C@@H](CN(C)Cc1ccc(C(F)(F)F)cc1)[C@@H](C)CN([C@H](C)CO)C2=O	-1.7
C[C@H](CO)N1C[C@H](C)[C@H](CN(C)C(=O)Nc2ccccc2)Oc2ccc(NC(=O)Nc3ccc4c(c3)OCO4)cc2C1=O	-3.0
COc1ccc(NC(=O)N(C)C[C@@H]2Oc3ccc(NS(=O)(=O)c4cn(C)cn4)cc3CC(=O)N([C@H](C)CO)C[C@@H]2C)cc1	-8.9
CCOc1ccc(N/C(N)=N/c2nc(C(F)(F)F)cc(C(F)(F)F)n2)cc1	19.1
C[C@H](CO)N1C[C@H](C)[C@H](CN(C)C)Oc2ccc(NC(=O)CCN3CCOCC3)cc2C1=O	-23.6
NNC(=O)c1csc(CS(=O)(=O)Cc2ccco2)n1	-2.6
CNC[C@@H]1Oc2c(NC(=O)c3nc4ccccc4s3)cccc2C(=O)N([C@@H](C)CO)C[C@@H]1C	-9.8
C[C@@H]1CN([C@@H](C)CO)C(=O)Cc2cc(NC(=O)C3CCCCC3)ccc2O[C@@H]1CN(C)Cc1ccc2c(c1)OCO2	9.6
COc1ccc(CNC(=O)C2CC(=O)N(C3CCCC3)C2)cc1 (stereo unspecified)	-10.4
Cc1noc(C)c1S(=O)(=O)Nc1ccc2c(c1)C(=O)N([C@H](C)CO)C[C@H](C)[C@@H](CN(C)C(=O)Nc1ccc(F)cc1)OCCCC[C@@H](C)O2	-5.1
CCCN(CCC)c1ncnc2c1cnn2-c1ccc(OC)cc1	53.5
Cc1ccc(CN2C(=O)N(c3ccc(F)cc3)C(=O)C2CC(=O)Nc2ccc(Cl)cc2)cc1 (stereo unspecified)	-3.8
C[C@@H]1CN([C@H](C)CO)C(=O)c2cc(NC(=O)c3ccncc3)ccc2O[C@@H]1CN(C)C	-5.3
COc1ccc(S(=O)(=O)Nc2ccc3c(c2)C(=O)N([C@H](C)CO)C[C@H](C)[C@H](CN(C)C(=O)CCC(F)(F)F)OCCCC[C@@H](C)O3)cc1	-0.1
C[C@@H]1O[C@H]2Oc3c(-c4ccc(O)cc4)oc4cc(O)c(c(O)c4c3=O)-c3cc(ccc3O)/C=C\C(=O)OC[C@H]3O[C@@H](O[C@H]([C@H]1O)[C@H]2O)[C@H](O)[C@@H](O)[C@@H]3O	-6.9
COC(=O)c1cccc2[nH]ncc12	-3.8
COc1ccc(NC(=O)N(C)C[C@H]2Oc3ccc(NC(=O)Nc4ccc(C(F)(F)F)cc4)cc3CC(=O)N([C@H](C)CO)C[C@H]2C)cc1	16.9
Cc1ccc(-c2csc3nc4c5ccccc5c(NCCCN5CCOCC5)nn4c(=O)c23)cc1	34.7
